Bioassay records: PubChem, National Center for Advancing Translational Sciences (NCATS)
PLK1 PBD inh: inhibitors of human PLK1 polo-box domain binding; P53350; Plk1 PBD binding of FITC phosphopeptide, fluorescence polarization; Potency, µM, for the others: max response, negative = inhibition, actives largely listed as inhibitors; hit rate 2.8% among 360,000; AID 720504; also: potency is read from the fitted curve at half-maximal effect; series mostly up to about 57 µM; % is scaled to controls: 0 for no effect and ±100 for the full control effect; nearly all actives have a fitted effect of over 65% in size
Target sequence (P53350 whole entry, looked up, the tested form may be a part): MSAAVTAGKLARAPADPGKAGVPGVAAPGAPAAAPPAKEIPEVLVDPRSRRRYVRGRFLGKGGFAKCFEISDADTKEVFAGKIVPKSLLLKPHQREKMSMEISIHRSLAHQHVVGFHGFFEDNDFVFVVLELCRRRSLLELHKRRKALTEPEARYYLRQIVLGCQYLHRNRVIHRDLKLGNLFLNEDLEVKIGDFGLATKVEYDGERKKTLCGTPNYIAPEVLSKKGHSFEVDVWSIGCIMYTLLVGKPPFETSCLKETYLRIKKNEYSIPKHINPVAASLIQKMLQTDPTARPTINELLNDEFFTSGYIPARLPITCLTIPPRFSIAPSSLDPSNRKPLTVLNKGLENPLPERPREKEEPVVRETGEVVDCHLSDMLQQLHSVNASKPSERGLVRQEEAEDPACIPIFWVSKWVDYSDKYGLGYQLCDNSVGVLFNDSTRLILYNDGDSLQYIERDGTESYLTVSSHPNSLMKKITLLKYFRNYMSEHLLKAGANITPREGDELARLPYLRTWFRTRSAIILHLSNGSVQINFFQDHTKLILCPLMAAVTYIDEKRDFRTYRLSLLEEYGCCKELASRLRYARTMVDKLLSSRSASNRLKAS
EPAC1 antagonist: blocks human EPAC1 exchange factor. O95398. EPAC1 GEF assay, Rap1b-BODIPY-GDP exchange fluorescence. Potency, µM (series often up to 115 µM), for inactives: at the top dose activity change, negative = inhibition, usual class: inhibitors. hit rate 0.14% among 360,000. AID 720709;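 also: potency is read from the fitted curve at half-maximal effect; plate controls were vehicle for no effect and positive control for full effect; nearly all actives have a fitted effect of over 50% in size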
PI5P4Ka inh: PI5P4K alpha (human) kinase inhibition; P48426; PI5P4Kalpha enzyme, ADP-Glo luminescence, 60 min; stronger effect = lower value; max response, %; hit rate 1.2% among 330,000; AID 652105; active = max response of -50% or lower; inconclusive = between -30% and -50%; inactive = -30% or higher; also: value at the top dose of about 77 µM; % is scaled to controls: 0 for no effect and ±100 for the full control effect
Target sequence (P48426 whole entry, looked up): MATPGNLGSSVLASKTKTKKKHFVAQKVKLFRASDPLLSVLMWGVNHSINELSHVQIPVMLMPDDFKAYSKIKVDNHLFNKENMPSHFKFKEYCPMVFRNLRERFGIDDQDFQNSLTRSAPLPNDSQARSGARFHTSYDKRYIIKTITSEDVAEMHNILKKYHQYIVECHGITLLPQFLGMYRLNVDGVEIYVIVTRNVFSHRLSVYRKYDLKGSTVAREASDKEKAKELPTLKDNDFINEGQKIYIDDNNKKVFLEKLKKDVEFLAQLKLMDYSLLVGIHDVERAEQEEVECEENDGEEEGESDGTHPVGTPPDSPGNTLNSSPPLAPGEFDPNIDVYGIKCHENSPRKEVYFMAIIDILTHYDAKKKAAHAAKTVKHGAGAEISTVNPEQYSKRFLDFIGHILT
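Compounds were pin-transferred onto PI5P4Kalpha and substrate in HEPES pH 7.4 buffer with EGTA, CHAPS and 5% DMSO. ATP (5 microM final) started the reaction, which ran 60 minutes at room temperature before ADP-Glo detection.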
CCT chaperon mod: modulators of cytosolic chaperonin (CCT/TRiC) activity; purified chaperonin ATPase assay, HTRF ADP detection, 30 min; activity change, % (no concentration beside the values), hits read low; hit rate 0.3% among 360,000; AID 651819; in the data active = activity change below about -30%; also: % is scaled to controls: 0 for no effect and ±100 for the full control effect
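We incubate TRiC, 40 or 20 nM final, with library compounds at 76 uM and 10 uM ATP for 30 min at 37 °C. ADP formed is detected with Transcreener HTRF reagents after 30 min at room temperature.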
IL2 activator: IL-2 activation; activation, % (series mostly up to about 46 µM); hit rate 0.065% among 360,000; IL-2 activation reporter assay, cell-based qHTS; stimulated with anti-CD3/CD4/CD28 beads; in transgenic mouse T cells; in the data active = activation above about 50%; inconclusive = mostly about 30% to 49%; also: 0% is about no effect
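Readout: EGFP and DsRed signals by fluorescent plate cytometry. Unstimulated transgenic mouse T cells received compound 60 min before antibody-bead stimulation, then incubated 18 h at 37 degrees C.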
WRN helicase inh: blocks human WRN helicase | Potency, µM (top dose mostly 114 µM), for inactives: top-dose activity change, negative = inhibition, usual class: inhibitors | hit rate 0.46% among 360,000 | Q14191 | WRN helicase unwinding, fluorescent forked duplex, kinetic; also: potency is read from the fitted curve at half-maximal effect; % is scaled to controls: 0 for no effect and ±100 for the full control effect; nearly all actives have a fitted effect of over 55% in size
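Kinetic fluorescence helicase assay: unwinding of a quenched forked DNA duplex (100 nM final) with 2 mM ATP final raises red fluorescence (525/598 nm). Compounds sat 15 min at room temperature with 20 nM WRN beforehand.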
EPAC2 ag: agonists of human EPAC2 (RAPGEF4); Potency, µM (highest dose often 154 µM), for the others: at the top dose activation, most hits filed as activators; hit rate 0.079% among 360,000; EPAC2 activation, biochemical qHTS; response scale: 100% = 6.5 mM cAMP response; AID 720711; also: potency is read from the fitted curve at half-maximal effect; nearly all actives have a fitted effect of over 50% in size
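Setup: EPAC2 100 nM, labeled Rap1B complex 250 nM, free GDP 50 uM. Compound titrations pinned in, brief spin, 5 min room temperature incubation. Kinetic fluorescence read over 30 min, normalized to 6.5 mM cAMP.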
EPAC1 agonist: EPAC1 (human) agonism. O95398. EPAC1 agonist qHTS, biochemical assay; response scale: 100% = response to 6.5 mM cAMP. Potency, µM (series often up to 154 µM), for the others: at the top dose activation, usual class: activators. hit rate 0.073% among 360,000. AID 720707; also: potency is read from the fitted curve at half-maximal effect; nearly all actives have a fitted effect of over 60% in size
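Nucleotide exchange assay: 100 nM EPAC1 with 250 nM Rap1B loaded with BODIPY-GDP and 50 uM GDP, room temperature. Fluorescence (480/540 nm) read every 5 min for 30 min; signal change normalized to 6.5 mM cAMP as full agonist.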
An asterisk follows results filed as active; ? = inconclusive; . = not tested or not shown; [ ] = another dose, or the depositor's remark. Unless noted, calls follow the shape of the dose curve; as a rule, active = well fitted curve in the direction sought with a large enough effect; inconclusive = small, poorly fitted or top-dose-only effect, or another doubt; inactive = no such curve, though single readings can be large; an effect the other way counts as inactive or inconclusive. A portion of the library (hit frequency here may not be typical).

SMILES | PLK1 PBD inh | EPAC1 antagonist | PI5P4Ka inh | CCT chaperon mod | IL2 activator | WRN helicase inh | EPAC2 ag | EPAC1 agonist
COc1ccc(/C(C)=N/NC(=O)CNC(=O)C(c2ccccc2)c2ccccc2)c(OC)c1 | 5% | ? | 2 | -2.0 | -1.1 | -6% | -6% | 0%
COc1cc2nc(N(CCCN(C)C)C(=O)c3ccc(S(=O)(=O)N(C)C4CCCCC4)cc3)sc2cc1OC | -2% | -2% | -1 | -4.8 | -0.8 | -5% | -4% | -6%
COc1ccc(NC(C)C(=O)N/N=C/c2ccc([N+](=O)[O-])s2)cc1 (centres undefined) | -11% | -8% | -2 | -2.9 | 0.2 | -6% | -6% | -2%
Cc1cc(C)n2nc(C(=O)N/N=C/c3ccco3)nc2n1 | -3% | -1% | 4 | -0.9 | -0.4 | -6% | 6% | 1%
CCOC(=O)N1CCN(C(=O)c2ccc(OC)c(S(=O)(=O)N3CCOCC3)c2)CC1 | -4% | -10% | 0 | -0.4 | -0.2 | 6% | 3% | 4%
CCOC(=O)N1CCC(NC(=O)c2cnn3c2NC(c2ccco2)CC3C(F)(F)F)CC1 (centres undefined) | -8% | 0% | -2 | -2.9 | -2.5 | ? | 1% | 2%
CN(C)S(=O)(=O)c1cccc(C(=O)NCC(=O)NC2CCN(Cc3ccccc3)CC2)c1 | -15% | 12% | 1 | -1.3 | 0.3 | -9% | 12% | 3%
COc1ccc(NC(=O)C2(C)Cc3c(-c4ccc5c(c4)OCO5)ccnc3O2)cc1OC (centres undefined) | 6% | 3% | 0 | -0.8 | 0.2 | 0% | 7% | 3%
Cc1ccc(C)c(NC(=S)c2ccc3ccccc3n2)c1 | 3% | -5% | 35 | -1.5 | -0.4 | -11% | 13% | 4%
CCOC(=O)/C(C#N)=C/c1c(OCC)n(CC)c2ccccc12 | -7% | -5% | 10 | -2.4 | -0.8 | -2% | 2% | 10%
CCCC(C)(C)C(=O)N1CCC1(C)C(=O)Nc1ccc(OC)c(OC)c1 (centres undefined) | 2% | 10% | 3 | -1.6 | 1.1 | 6% | -2% | -7%
COC(=O)CCC(=O)OC1(C)C(=O)C2=COC(c3ccc(OC)cc3)=CC2=C(Br)C1=O (centres undefined) | 12µM* | ? | -79* | -0.7 | 13 | ? | 17% | 2%
Cc1ccc(C)c(-c2cc(C(=O)NC3CC3)c3ccccc3n2)c1 | -24% | 15% | -8 | 2.4 | -2.9 | -1% | 8% | 1%
O=C1c2ccccc2C(=O)N1Cc1cc(-c2ccc(Cl)cc2)no1 | -3% | -6% | . | -2.5 | -0.3 | -16% | 14% | 13%
Cc1occc1C(=O)N1CCCC(N2CCN(c3cccc(C(F)(F)F)c3)CC2)C1 (centres undefined) | -2% | 18% | 1 | 1.7 | -5.1 | 9% | -6% | -12%

Copied from the list.
`CCOC(=O)N1CCN(C(=O)c2ccc(OC)c(S(=O)(=O)N3CCOCC3)c2)CC1` in EPAC1 antagonist = -10%
`Cc1cc(C)n2nc(C(=O)N/N=C/c3ccco3)nc2n1` in WRN helicase inh = -6%

Marked active in PLK1 PBD inh, of those listed so far:
SMILES | PLK1 PBD inh | EPAC1 antagonist | PI5P4Ka inh | CCT chaperon mod | IL2 activator | WRN helicase inh
COC(=O)CCC(=O)OC1(C)C(=O)C2=COC(c3ccc(OC)cc3)=CC2=C(Br)C1=O (centres undefined) | 12µM* | ? | -79* | -0.7 | 13 | ?

Other records.
SMILES | PLK1 PBD inh | EPAC1 antagonist | PI5P4Ka inh | CCT chaperon mod | IL2 activator | WRN helicase inh | EPAC2 ag | EPAC1 agonist
CCOCC(=O)N1CCc2ccccc21 | -14% | 3% | -9 | -2.3 | 6.0 | -11% | 2% | 2%
Cc1cc(SCC(=O)c2cc(C)n(C)c2C)nc2ccccc12 | -7% | 0% | 8 | -1.2 | -0.5 | 18% | 9% | 1%
CNC(=S)N/N=C/c1cc(C)n(-c2ccc(Cl)c(Cl)c2)c1C | -7% | -12% | -8 | -2.4 | -0.7 | ? | 18% | 20%
NC(=O)c1ccc(/C=N/O)nc1 | -6% | -4% | 2 | 1.1 | 2.9 | -19% | 6% | 7%
C[C@H](O)C#Cc1ccc2c(c1)O[C@@H](CN(C)C(=O)c1ccncc1)[C@@H](C)CN([C@H](C)CO)S2(=O)=O | -19% | -22% | 1 | -3.8 | -3.5 | -8% | 14% | -14%
Cc1ccc(NC(=O)Nc2nnc(-c3ccncc3)s2)cc1C | -3% | -7% | -2 | -1.6 | 0.0 | -5%[11.6 µM] | -4% | -16%
COc1ccc(C(C(=O)NC2CCCCC2)N(Cc2ccco2)C(=O)c2ccccn2)c(OC)c1 (centres undefined) | 2% | 3% | -3 | -0.5 | -0.4 | 2% | 5% | -15%
COc1cc(C)c(Cl)c(C)c1S(=O)(=O)NC1CC(C)(C)NC(C)(C)C1 | 3% | -9% | 0 | -4.5 | 0.6 | 2% | -3% | -6%
CCOc1ccccc1C(=O)NCCC(=O)O | -9% | 3% | -2 | 11 | -0.6 | 12% | -9% | 5%
Cc1nn(CC(=O)O)c(C)c1NC(=O)c1cccs1 | 0% | 12% | 0 | 0.5 | 0.3 | -3% | 1% | -4%
C#Cc1cccc(Nc2nc(NCCOC)nc3ccsc23)c1 | -4% | -12% | 1 | 0.5 | 0.1 | -8% | 9% | 7%
CCN1CCN(C2=C(NS(=O)(=O)c3ccccc3)C(=O)c3ccccc3C2=O)CC1 | -13% | -2% | -2 | -1.5 | 0.0 | 0% | 12% | 11%
O=C1CN(c2ccc(Cl)cc2)C2(CCCCC2)S1 | -2% | 8% | 5 | 0.9 | -1.6 | -5% | -11% | -9%
CC(C)Oc1ccc(C(CC(=O)O)NC(=O)CSc2ncn[nH]2)cc1 (centres undefined) | -3% | -6% | 1 | 0.4 | -0.7 | 8% | 8% | 1%
CCN(c1ccccc1)S(=O)(=O)c1ccc(OC)c(NC(=O)CNCC(C)O)c1 (centres undefined) | 0% | -7% | -3 | -0.1 | -0.3 | -10% | 7% | -8%

Single records, as listed above.
`CCCC(C)(C)C(=O)N1CCC1(C)C(=O)Nc1ccc(OC)c(OC)c1` (centres undefined) in the list: PLK1 PBD inh = 2%; EPAC1 antagonist = 10%; PI5P4Ka inh = 3; CCT chaperon mod = -1.6; IL2 activator = 1.1; WRN helicase inh = 6%; EPAC2 ag = -2%; EPAC1 agonist = -7%
`Cc1cc(C)n2nc(C(=O)N/N=C/c3ccco3)nc2n1` in the list: PLK1 PBD inh = -3%; EPAC1 antagonist = -1%; PI5P4Ka inh = 4; CCT chaperon mod = -0.9; IL2 activator = -0.4; WRN helicase inh = -6%; EPAC2 ag = 6%; EPAC1 agonist = 1%

Later entries:
SMILES | PLK1 PBD inh | EPAC1 antagonist | PI5P4Ka inh | CCT chaperon mod | IL2 activator | WRN helicase inh | EPAC2 ag | EPAC1 agonist
N#Cc1cccc(C(=O)C(=O)N2CCCN(Cc3ccc(F)cc3)CC2)c1 | -13% | 7% | -4 | . | -0.7 | 1% | 6% | 8%
CCCn1c(=O)c(C(=O)NCc2ccncc2)c(O)c2ccccc21 | -4% | -12% | -1 | -2.1 | -0.2 | 1% | -82%[15.6 µM] | 6%
O=C(NC1CCCCC1)c1ccc(-n2cncn2)c([N+](=O)[O-])c1 | 1% | -4% | -10 | -1.0 | 1.4 | -13% | -1% | 10%
CCOc1ccc2oc(-c3ccccc3)c(C(=O)N(C)C)c2c1 | -4% | -3% | . | -2.2 | -2.2 | -16% | 4% | 3%
COc1ccc(NC(=O)Nc2ccccc2C(N)=O)cc1 | -5% | -4% | -10 | -6.6 | 0.1 | 0% | 13% | 9%
O=C(NCc1ccco1)c1cc(-c2cccnc2)nc2ccccc12 | -10% | -2% | . | -3.9 | -0.7 | 1% | 9% | 2%
NC(=O)C1(N2CCCCC2)CCN(C(=S)Nc2cc(F)cc(F)c2)CC1 | -20% | -10% | -4 | -2.0 | -3.4 | -3% | 8% | -1%
CC1(C)CC(=O)C2=C(C1)OC(N)=C(C#N)[C@@H]2c1ccccc1[N+](=O)[O-] | ? | 3% | -5 | 2.0 | 1.8 | -3% | -2% | 9%
CC(C)Oc1cccc(C(=O)N2CCCC2)c1 | -3% | 11% | 5 | -0.3 | -2.4 | -1% | 8% | 0%
CCOc1ccc2cc(S(=O)(=O)N3CCCCC3)ccc2c1 | -5% | 7% | -4 | 1.9 | -0.8 | -4% | 14% | 14%
O=C(Cc1ccc(Cl)cc1)Nc1ccc(C(=O)N2CCOCC2)cc1 | -12% | -9% | -1 | 1.1 | -0.1 | -4% | -2% | -2%
COC(=O)c1sccc1NC(=O)CC1C(=O)NCCN1C(=O)c1ccc(F)cc1 (centres undefined) | -4% | 1% | 3 | 1.8 | 1.2 | 1% | 7% | 21%
COc1ccc(NC(=O)CN(C)C(=O)c2c(C)nn(-c3ccccc3)c2Cl)cc1 | -3% | 10% | 0 | -2.1 | -1.1 | 0% | 2% | 6%
O=S(=O)(c1ccccc1)c1nc(-c2ccc(F)cc2)oc1NCC1CCCO1 (centres undefined) | -2% | -13% | 2 | -1.1 | -2.7 | -3% | 3% | 11%
CC(C)CNC(=O)C1(C)CCCN1C(=O)CCc1cccs1 (centres undefined) | 1% | 1% | -1 | -0.6 | -0.1 | 0% | 22% | 7%
CC(=O)Oc1ccc(Cn2c(C)c(C(=O)NCc3ccc4c(c3)OCCO4)sc2=O)cc1 | -2% | -14% | 1 | -2.0 | -0.8 | 8%[57.1 µM] | 10% | 7%
Cc1ccccc1-c1nc(Cc2ccccc2)no1 | -2% | -17% | 21 | -2.1 | -2.3 | -6% | 7% | 3%
O=C(Cc1cccc2ccccc12)N/N=C/C=C/c1cccc([N+](=O)[O-])c1 | -3% | 16% | 9 | -0.6 | -0.1 | -5% | -1% | 5%
Fc1ccc2c(c1)C(c1ccc(N3CCOCC3)cc1)=NNC(c1cccs1)=N2 | -2% | -5% | 0 | -4.7 | -2.1 | -7% | 13% | 4%
CC(=O)Nc1ccc(S(=O)(=O)NCCC(=O)NC(C)c2cccs2)cc1 (centres undefined) | 0% | 5% | 2 | 1.7 | 0.8 | 8% | 6% | -8%
Cn1nnc2cc(NC(=O)N3CCN(c4ccccn4)CC3)ccc21 | -7% | -3% | . | -3.3 | -0.6 | 0% | 14% | 11%
Cc1ccccc1Nc1nc(N)nc(CSCC(=O)Nc2cccc(Br)c2)n1 | 1% | 3% | 10 | 0.0 | -0.5 | -16% | -3% | 2%
